TRHR agonist – TRH receptor (human) agonism | P34981 | actives 0.18% (n = 360,000) | TRHR cells, calcium flux fluo-8, FDSS agonist mode | AID 493084 | activation, % at 2 µM; in the data active means activation above about 30%; further: 0% is about no effect
Target sequence (P34981 whole entry, looked up): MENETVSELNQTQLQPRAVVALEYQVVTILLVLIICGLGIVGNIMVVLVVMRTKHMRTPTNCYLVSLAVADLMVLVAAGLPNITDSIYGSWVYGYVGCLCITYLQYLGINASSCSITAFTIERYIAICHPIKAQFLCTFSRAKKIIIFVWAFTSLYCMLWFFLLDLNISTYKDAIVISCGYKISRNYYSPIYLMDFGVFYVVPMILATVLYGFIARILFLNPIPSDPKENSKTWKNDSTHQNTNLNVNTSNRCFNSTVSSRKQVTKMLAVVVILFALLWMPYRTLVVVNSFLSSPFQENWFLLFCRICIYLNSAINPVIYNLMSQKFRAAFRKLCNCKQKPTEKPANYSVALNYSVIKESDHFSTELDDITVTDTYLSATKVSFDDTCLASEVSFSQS
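Steps: seed TRHR cells overnight; add fluo-8 no-wash Ca dye, RT 30 min–1.5 h; record 10 s baseline; pin-transfer compounds; monitor fluorescence 1 cycle/s for the agonist window. Calcium increases flag candidate agonists.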
Pol kappa inh – blocks human DNA polymerase kappa activity | Q9UBT6 | purified Pol kappa, fluorescent DNA synthesis assay, 10 min | Potency, µM (series often up to 107 µM), without a hit: top-dose activity, negative = inhibition, most hits filed as inhibitors | actives 0.53% (n = 400,000) | AID 588579; further: potency means the concentration at half of the fitted maximal effect; on the % scale 0 is the no-effect control and ±100 the full control effect
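Kinetic fluorescence screen: compound preincubated 15 min RT with 10 nM enzyme; 50 nM substrate (final) initiates; reads at 0/10 min.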
BLM helicase inh – blocks DNA unwinding by human BLM helicase. P54132. recombinant BLM DNA unwinding, fluorescence dequenching. Potency, µM (top dose mostly 56.1 µM), inactives show at the top dose activity change, negative = inhibition, actives largely listed as inhibitors. actives 0.2% (n = 350,000). AID 2528;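 further: potency means the concentration at half of the fitted maximal effect; plate controls were vehicle for no effect and no enzyme for full effect; nearly all actives have a fitted effect of over 35% in size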
APE1 inh – APE1 (human) endonuclease inhibition; recombinant APE1, TAMRA/BHQ-2 abasic DNA cleavage fluorescence; Potency, µM (titrated, usually from 65.8 µM), for the others: top-dose activity change, negative = inhibition, hits mostly inhibitors; actives 0.35% (n = 350,000); AID 2517;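 further: potency means the concentration at half of the fitted maximal effect; plate controls were vehicle for no effect and reference inhibitor for full effect; nearly all actives have a fitted effect of over 55% in size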
Target sequence (P27695 whole entry, looked up): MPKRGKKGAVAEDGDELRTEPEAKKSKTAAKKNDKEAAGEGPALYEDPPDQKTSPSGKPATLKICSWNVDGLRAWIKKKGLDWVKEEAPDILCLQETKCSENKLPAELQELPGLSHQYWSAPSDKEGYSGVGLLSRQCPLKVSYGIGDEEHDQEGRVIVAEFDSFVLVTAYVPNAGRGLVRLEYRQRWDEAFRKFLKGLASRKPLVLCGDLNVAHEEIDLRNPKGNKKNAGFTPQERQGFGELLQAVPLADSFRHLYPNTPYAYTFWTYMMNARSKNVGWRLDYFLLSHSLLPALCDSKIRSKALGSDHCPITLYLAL
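0.75 nM APE1 + cpd, 15 min RT; start w/ 50 nM TAMRA/BHQ-2 THF-abasic dsDNA; kinetic fluor 525/598 nm ×3 reads @60 s; Δ(read3−read1); normalized to DMSO and NSC13755 control wells.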
The depositor's hits bear a star; u = inconclusive; x = not tested or not shown; [ ] = another dose, or the depositor's remark. Unless noted, the call rests on the fitted dose curve; in most records, active means well fitted curve in the direction sought with a large enough effect; inconclusive means small, poorly fitted or top-dose-only effect, or another doubt; inactive means no such curve, though single readings can be large; an effect the other way counts as inactive or inconclusive. A portion of the library. The share of hits here may be higher or lower than overall.

SMILES	TRHR agonist	Pol kappa inh	BLM helicase inh	APE1 inh
CN(Cc1ccco1)c1ncnc2ccc(-c3ccc4c(c3)OCCO4)cc12	-0.4	x	x	4%
CCOC(=O)c1c(/C=N/Nc2ccccc2)c2sc(C)cc2n1C	-0.3	x	x	-9%
COC(=O)c1ccc(NC(=O)c2ccc3c(c2)NC(=O)C2CCCN32)cc1 (stereo not given)	0.9	x	x	16%
CC(C)[C@]1(c2ccccc2)ON(c2ccccc2C(F)(F)F)C1=O	-0.5	x	x	-5%
O=C(O)CC1CC(c2ccccc2)=NO1 (stereo not given)	x	-14%[60.1 µM]	x	x
Nc1nc2c(nc(Br)n2C2OC3COP(=O)(O)O[C@@H]3C2O)c(=O)[nH]1 (stereo not given in full)	x	-7%[60.1 µM]	x	x
CC(C)ON([C@@H](C(=O)NO)C(C)C)S(=O)(=O)c1ccc(-c2ccccc2)cc1	x	-21%[60.1 µM]	x	x
C[C@H]1CC2C3CCC4=CC(=O)C=C[C@]4(C)[C@@]3(Cl)[C@@H](O)C[C@]2(C)[C@@]1(O)C(=O)CO (stereo not given in full)	x	-1%[60.1 µM]	x	x
NC(=O)C1=CN(C2OC(COP(=O)(O)OP(=O)(O)OC[C@H]3O[C@@H](n4cnc5c(N)ncnc54)[C@H](OP(=O)(O)O)[C@@H]3O)C(O)C2O)C=CC1 (stereo not given in full)	x	-10%[60.1 µM]	x	x
Nc1ncnc2c1nc(Sc1ccc(Cl)cc1)n2[C@H]1OC2COP(=O)(O)O[C@@H]2C1O (stereo not given in full)	x	6%[60.1 µM]	x	x
N#C/C(=C\c1ccc(-c2cc(Cl)ccc2Cl)o1)C(=O)Nc1cccc2ncccc12	x	-7%[60.1 µM]	x	x
CCCCC(CC)CCC(CC(C)C)OS(=O)(=O)O (stereo not given)	x	5%[19.4 µM]	-1%	x
CCCCCCCCCCCCCCCCOCCOCCOCCOCCOCCOCCOCCOCCOCCOCCOCCOCCOCCOCCOCCOCCOCCOCCOCCOCCO	x	5%[19.4 µM]	-7%	x
O=C(NNCS(=O)(=O)O)c1ccncc1	x	-7%[19.4 µM]	-1%	x
CCCCCC=CCC=CCCCCCCCC(=O)OCC	x	0%[19.4 µM]	-5%	x
CC1(C)C2CC[C@]1(C)[C@@H](O)C2	x	-1%[19.4 µM]	1%	x
C[C@H](CCCC(C)(C)O)[C@H]1CC[C@H]2[C@@H]3CC=C4C[C@@H](O)CC[C@]4(C)[C@H]3CC[C@]12C	x	-8%[19.4 µM]	1%	x
O=C(O)c1cc(O)c2c(c1)[O][Bi][O]2	x	1%[60.1 µM]	-6%	x
CNC1CCc2cc(OC)c(OC)c(OC)c2-c2ccc(OC)c(=O)cc21 (stereo not given)	x	0%[19.4 µM]	0%	x
COc1cc(-c2ccc(-[n+]3nc(-c4ccccc4)nn3-c3ccc([N+](=O)[O-])cc3)c(OC)c2)ccc1-[n+]1nc(-c2ccccc2)nn1-c1ccc([N+](=O)[O-])cc1	x	-2%[19.4 µM]	-1%	x
CC(C)(C)c1ccc(CN2CCN([C@H](c3ccccc3)c3ccc(Cl)cc3)CC2)cc1	x	-18%[60.1 µM]	0%	x
CC(CNC(=O)c1cccnc1)NC(=O)c1cccnc1 (stereo not given)	x	-2%[19.4 µM]	0%	x
CCCCCCCCCCCCCCCC(=O)OCC(COC(=O)CCCCCCCCCCCCCCC)OC(=O)CCCCCCCCCCCCCCC	x	6%[19.4 µM]	2%	x
O=C(CC1NCCC[C@H]1O)Cn1cnc2cc(Br)c(Cl)cc2c1=O (stereo not given in full)	x	-3%[19.4 µM]	-3%	x
CC(C)(Oc1ccc(C2CCCc3ccccc32)cc1)C(=O)O (stereo not given)	x	-2%[19.4 µM]	0%	x

Seven compounds already listed, sorted by their value in BLM helicase inh, low to high.
Compound	BLM helicase inh
CCCCCCCCCCCCCCCCOCCOCCOCCOCCOCCOCCOCCOCCOCCOCCOCCOCCOCCOCCOCCOCCOCCOCCOCCOCCO	-7%
CCCCCC=CCC=CCCCCCCCC(=O)OCC	-5%
O=C(CC1NCCC[C@H]1O)Cn1cnc2cc(Br)c(Cl)cc2c1=O (stereo not given in full)	-3%
CCCCC(CC)CCC(CC(C)C)OS(=O)(=O)O (stereo not given)	-1%
CNC1CCc2cc(OC)c(OC)c(OC)c2-c2ccc(OC)c(=O)cc21 (stereo not given)	0%
CC1(C)C2CC[C@]1(C)[C@@H](O)C2	1%
CCCCCCCCCCCCCCCC(=O)OCC(COC(=O)CCCCCCCCCCCCCCC)OC(=O)CCCCCCCCCCCCCCC	2%

Further entries follow.
SMILES	TRHR agonist	Pol kappa inh	BLM helicase inh	APE1 inh
CCc1ccc2c(c1)N(C[C@H](C)CN(C)C)c1ccccc1S2	x	-4%[60.1 µM]	-8%	x
CS(=O)(=O)OCC(O)C(O)COS(C)(=O)=O (stereo not given)	x	6%[19.4 µM]	5%	x
Cc1cc(O)c2c(c1)OC1(C)CCC3C(C)(C)CCCC34COC2C14 (stereo not given)	x	-1%[19.4 µM]	-10%	x
CC(O)C(N)C(=O)O (stereo not given)	x	6%[60.1 µM]	3%	x
NC(=O)C1c2ccccc2CCc2ccccc21	x	-1%[19.4 µM]	1%	x
CCN(CC)CCNC(=O)c1c(C)[nH]c(/C=C2\C(=O)Nc3ccc(F)cc32)c1C	x	u	37%[activator]	x
Nc1nc2[nH]cc(CCc3ccc(C(=O)NC(CCC(=O)O)C(=O)O)cc3)c2c(=O)[nH]1 (stereo not given)	x	0%[19.4 µM]	2%	x
COc1ccc2[nH]c(S(=O)Cc3ncc(C)c(OC)c3C)nc2n1 (stereo not given)	x	3%[19.4 µM]	-6%	x
CCCCCOC(=O)Nc1nc(=O)n(C2O[C@H](C)[C@@H](O)[C@@H]2O)cc1F (stereo not given in full)	x	-4%[60.1 µM]	-1%	x
COC(=O)C1[C@@H](OC)C(OC(=O)COc2ccc(OC)cc2)C[C@@H]2CN3CCc4c([nH]c5cc(OC)ccc45)[C@H]3C[C@H]12 (stereo not given in full)	x	-4%[19.4 µM]	-4%	x
C#C[C@]1(O)CC[C@@H]2[C@H]3CCC4=CC(=O)CC[C@H]4[C@H]3C(=C)C[C@@]21CC	x	-8%[19.4 µM]	3%	x
Cc1ccccc1OCC(O)CNCCOc1ccc(C(N)=O)cc1 (stereo not given)	x	5%[19.4 µM]	-5%	x
CC1(C(=O)O)CCC2(C)CCC3(C)C(=CC(=O)C4C5(C)CCC(O)C(C)(C)C5CCC43C)C2C1 (stereo not given)	x	2%[19.4 µM]	1%	x
CC(O)COc1ccccc1 (stereo not given)	x	-1%[60.1 µM]	-10%	x
CCCCCCCCCCCCCCCC(=O)OC[C@H](O)[C@H]1OC[C@@H](O)[C@@H]1O	x	-10%[19.4 µM]	-1%	x
CC(=O)OC[C@H]1O[C@@](COC(C)=O)(O[C@H]2O[C@H](COC(C)=O)[C@@H](OC(C)=O)[C@H](OC(C)=O)[C@H]2OC(C)=O)[C@@H](OC(C)=O)[C@@H]1OC(C)=O	x	-1%[19.4 µM]	3%	x
Oc1cc2cc(CCN3CCN(c4nsc5ccccc45)CC3)c(Cl)cc2[nH]1	x	-18%[19.4 µM]	-12%	x
CC(=O)O[C@]1(C(C)=O)CCC2C3CCC4=CC(=O)CCC4(C)C3(F)C(O)CC21C (stereo not given in full)	x	-2%[60.1 µM]	-8%	x
CC(C)(C)c1ccc2c(S(=O)(=O)O)c(C(C)(C)C)ccc2c1	x	4%[19.4 µM]	3%	x
Cc1onc(-c2c(F)cccc2Cl)c1C(=O)N[C@@H]1C(=O)N2[C@H]1SC(C)(C)[C@H]2C(=O)O	x	4%[60.1 µM]	-6%	x
[O]=[Bi][O][Bi]=[O]	x	-12%[60.1 µM]	-1%	x
CN(C)[C@H]1C(=O)C(C(=O)NCN2CCCC2)=C(O)[C@]2(O)C(=O)C3=C(O)c4c(O)cccc4[C@](C)(O)[C@H]3C[C@H]12	x	3.8µM*	14µM*	x
CNC1C(O)C(OC2C(N)CC(N)C(OC3OC(CN)=CCC3N)C2O)OCC1(C)O (stereo not given)	x	6%[19.4 µM]	3%	x
O=C(O)c1ccc(N[C@@H]2OC[C@@H](O)[C@@H](O)[C@@H]2O)cc1	x	9%[19.4 µM]	2%	x
CCCCCCCCCC(=O)NO	x	1%[19.4 µM]	3%	x

A draw from above in order of number of heavy atoms, low to high:
SMILES	TRHR agonist	Pol kappa inh	BLM helicase inh	APE1 inh
CC(O)C(N)C(=O)O (stereo not given)	x	6%[60.1 µM]	3%	x
CS(=O)(=O)OCC(O)C(O)COS(C)(=O)=O (stereo not given)	x	6%[19.4 µM]	5%	x
CN(C)[C@H]1C(=O)C(C(=O)NCN2CCCC2)=C(O)[C@]2(O)C(=O)C3=C(O)c4c(O)cccc4[C@](C)(O)[C@H]3C[C@H]12	x	3.8µM*	14µM*	x

The list goes on.
SMILES	TRHR agonist	Pol kappa inh	BLM helicase inh	APE1 inh
CC(C)(O)c1ccccc1CC[C@H](SCC1(CC(=O)O)CC1)c1cccc(/C=C/c2ccc3ccc(Cl)cc3n2)c1	x	-3%[19.4 µM]	u	x
CCCCCCCCCCCCCCCCCC[N+](C)(C)CCC[Si](OC)(OC)OC	x	3%[60.1 µM]	-11%	x
CCCCCCCCCCCC(=O)[O][Sn]([CH2]CCC)([CH2]CCC)[O]C(=O)CCCCCCCCCCC	x	-13%[60.1 µM]	3%	x
COC(=O)C1C2CC3c4[nH]c5cc(OC)ccc5c4CCN3CC2CC(OC)C1OC (stereo not given)	x	1%[19.4 µM]	-3%	x
C=C1/C(=C\C=C2/CCC[C@]3(C)[C@@H]([C@H](C)/C=C/[C@@H](O)C4CC4)CC[C@@H]23)C[C@@H](O)C[C@@H]1O	x	0%[19.4 µM]	-4%	x
COc1ccc(-c2noc(CC(=O)O)c2-c2ccc(OC)cc2)cc1	x	-6%[19.4 µM]	-5%	x
OCC1O[C@@H](O[C@@H]2C(CO)OC(O)C(O)C2O)C(O)C(O)C1O (stereo not given in full)	x	5%[19.4 µM]	-7%	x
O=C(O)COc1ccccc1/C=N/NC(=O)c1ccncc1	x	0%[19.4 µM]	1%	x
O=C(O)[C@H](CC(=O)N1C[C@H]2CCCC[C@H]2C1)Cc1ccccc1	x	-1%[19.4 µM]	-10%	x
NC(=S)NS(=O)(=O)c1ccc(N)cc1	x	5%[19.4 µM]	2%	x
CO/N=C(/C(=O)N[C@@H]1C(=O)N2C(C(=O)O)=CCS[C@H]12)c1csc(N)n1	x	0%[19.4 µM]	-6%	x
Cc1cn([C@H]2CC(F)[C@@H](CO)O2)c(=O)[nH]c1=O (stereo not given in full)	x	-5%[19.4 µM]	2%	x
CNC(=O)C(N)CSC(C)C1=C(C)c2cc3[n-]c(cc4nc(cc5[n-]c(cc1n2)c(C)c5CCC(=O)O)C(CCC(=O)O)=C4C)c(C)c3C(C)SCC(N)C(=O)NC.[Fe+2] (stereo not given)	x	0%[19.4 µM]	-3%	x
COC(=O)CC[C@H](N)C(=O)O	x	-4%[19.4 µM]	5%	x
O=S(=O)(O)c1ccc(O)cc1	x	-8%[60.1 µM]	-11%	x
NC(=O)[C@H]1O[C@@H](O)[C@H](O)[C@@H](O)[C@@H]1O	x	-1%[19.4 µM]	2%	x
CC(C)CCCC(C)C1CC(=O)C2=C3CCC4CC(O)CCC4(C)C3CCC21C (stereo not given)	x	1%[19.4 µM]	-13%	x
C[Si](C)(C)O[Si](C)(C)C	x	-3%[60.1 µM]	4%	x
C[C@@H]1CCN(C(=O)[C@H](CCCNC(=N)N)NS(=O)(=O)c2cccc3c2NC[C@H](C)C3)[C@@H](C(=O)O)C1	x	-3%[60.1 µM]	-12%	x
O=C1c2cccc3c2[C@@H](CCC3)CN1[C@@H]1CN2CCC1CC2	x	1%[19.4 µM]	-10%	x
NCCCC(N)CC(=O)NC1CNC(=O)C(C2CC(O)N=C(N)N2)NC(=O)/C(=C/NC(N)=O)NC(=O)C(CO)NC(=O)C(CO)NC1=O (stereo not given)	x	4%[60.1 µM]	58%[activator]	x
Nc1ncn(C2C[C@H](O)[C@@H](CO)O2)c(=O)n1 (stereo not given in full)	x	-3%[60.1 µM]	-10%	x
Cc1ccc(CC(Cc2nc3ccccc3[nH]2)c2nc3ccccc3[nH]2)cc1 (stereo not given)	x	-6%[19.4 µM]	-3%	-2%

High-throughput results from PubChem BioAssay.
